# Screens (PubChem BioAssay)
# Calpain2 inh – inhibitors of pig calpain II; inhibition, % at 16 µM; purified calpain II, fluorogenic peptide substrate, 30 min; 0.37% of 220,000 active;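 active = inhibition above about 50%, limit read from the data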
# TbHK1 inh – T. brucei hexokinase 1 inhibition; inhibition, % at 10 µM; recombinant TbHK1, G6PDH-coupled NADH A340; 0.11% of 220,000 active;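 active = inhibition of 50% or more in the single-dose primary screen; inactive = inhibition below 50%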
# zVAD death inh – blocks zVAD induced death of L929 cells. AID 1377. viability rescue, % at 10 µM. L929 zVAD necroptosis rescue, ATP luminescence, 24 h; with zVAD 60 µM. 0.38% of 220,000 active;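 active = activation, scaled between plate controls, above about 75%, limit read from the data; inactive = activation under that limit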;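 note: 0% = zVAD with DMSO and 100% = DMSO alone without zVAD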
# EP2 modulator – EP2 receptor (human) modulation; induction, % at 25 µM; 0.83% of 260,000 active; AID 940; EP2-expressing cells, cAMP HTRF FRET, PGE2 co-stimulation; P43116;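 active = compounds whose cAMP rise, as percent of the full-agonist control response, exceeds 60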;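 note: rat C6 glioma line stably carrying human EP2 under a CMV promoter; the protocol text gives 20 µM as final concentration; 100% = response of wells given 1 µM PGE2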
# Hck Nef HTS – inhibitors of human Hck kinase activated by Nef. 0.68% of 220,000 active. Recombinant Hck-YEEI plus Nef, Z-Lyte FRET kinase assay. inhibition, % at 20 µM. AID 463187. P08631;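 active = Hck-Nef kinase inhibition above about 50%, limit read from the data; inactive = inhibition below that limit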;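 note: 0% = DMSO with Hck plus Nef and 100% = Hck alone without Nef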
# eIF4E 4G PPI – blocks eIF4E binding to eIF4G; P63073+Q04637; TR-FRET eIF4E-eIF4GI(517-606) binding, 2 h; inhibition, % at 21.7 µM; 0.37% of 220,000 active; AID 782;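 active = inhibition above about 30%, limit read from the data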;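 note: 0% = full FRET control wells and 100% = background wells lacking eIF4GI fragment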
# 14-3-3 Bad PPI – disrupts binding of bovine 14-3-3 zeta to phospho-Bad peptide; P63103; TR-FRET 14-3-3zeta/Dy647-pBad peptide displacement, 1 h; inhibition, % at 21.7 µM; 0.71% of 220,000 active; AID 781;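 active = inhibition above about 70%, limit read from the data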;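 note: 0% = full 14-3-3 plus peptide FRET controls and 100% = background without 14-3-3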
# PGE2 EP2 inh – blocks the human prostaglandin E2 receptor EP2. AID 1422. P43116. C6 glioma cells expressing human EP2, cAMP TR-FRET; cells stimulated with saturating PGE2. 0.52% of 260,000 active. inhibition, % at 25 µM;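 active = percent inhibition above 40 after rounding to a whole number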;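 note: rat C6 glioma host cells with rolipram phosphodiesterase inhibitor present; the protocol text gives 20 µM as final concentration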
# Rad51 HR inh – Rad51 (human) homologous recombination inhibition; inhibition, % at 10 µM; Q06609; 0.085% of 200,000 active; hRad51 DNA strand exchange, fluorescence dequenching;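 active = inhibition above 40% at the single screening dose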;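 note: 0% = DMSO control wells and 100% = blanks with heterologous ssDNA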
#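 System: hRad51 filaments on single-stranded DNA; reagent: Fluorescein- and BHQ1-tagged 47-mer duplex; compound dosing: one concentration, 10 µM final; timing: filaments 15 min 37 °C, then compound 30 min; measured by: fluorescein emission 520 nm, excitation 485 nm; benchmarks: per-plate controls and blanks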
# * = called active by the depositor; i = inactive; · = no result given; [ ] = dose if it differs, or a comment. Only part of the results is shown; the hit share may differ from the screen's.
nr	structure	Calpain2 inh	TbHK1 inh	zVAD death inh	EP2 modulator	Hck Nef HTS
1	Cn1c2ccccc2c(=O)c2c(=O)n(Cc3ccco3)c(-c3ccc(C(C)(C)C)cc3)nc21	-21	-11	0.4	65*	55*
2	COc1ccccc1S(=O)Cc1ccc(C(=O)NCCc2ccc(Cl)cc2)o1 (stereo not given)	4	-3	0.3	-18	6
3	COc1cc(N)ccc1Cc1ccc(N)cc1OC	1	-1	1.1	-7	0
4	CCC(CC)c1nnc(NC(=O)C2COc3ccccc3O2)s1 (stereo not given)	11	0	0.4	31	0
5	CCS(=O)(=O)NCc1ccc2[nH]c3c(c2c1)CCCC3	-92	-2	0.0	3	2
6	COc1ccc(C2CC(c3ccccc3OC(C)=O)=NN2C(=O)/C=C/c2ccccc2)cc1 (stereo not given)	-8	15	0.6	13	0
7	Cc1ccc(S(=O)(=O)N2CCN(S(C)(=O)=O)C2c2ccccc2)cc1 (stereo not given)	24	-1	-0.4	-7	0
8	Cc1ccc(NC(=O)c2ccccc2F)nc1	-17	5	-0.5	40	0

nr	eIF4E 4G PPI	14-3-3 Bad PPI	PGE2 EP2 inh	Rad51 HR inh
1	2	41	10	-11
2	2	-4	15	-4
3	0	-20	18	9
4	-4	-3[fluorescence artefact?]	9	·
5	-1	-7	3	-1
6	4	-15[fluorescence artefact?]	4	3
7	3	6	10	7
8	7	-3	4	0

# The results go on.
nr	structure	Calpain2 inh	TbHK1 inh	zVAD death inh	EP2 modulator	Hck Nef HTS
9	O=C(CN1CCN(c2cccc(C(F)(F)F)c2)CC1)Nc1cccc(C(F)(F)F)c1	28	-9	1.4	-21	1
10	CCC1Oc2ccc(Cl)cc2N(CC(=O)O)C1=O (stereo not given)	-31	8	0.3	12	2
11	COc1ccc(-n2c(=O)c3ccccc3n(Cc3ccccc3F)c2=O)cc1OC	-45	-4	1.3	18	-7
12	CCCCNCC(=O)Nc1sc(C)c(C)c1C(=O)OCC	-9	1	0.0	53	0
13	Cc1cc(C)c(S(=O)(=O)C(C)C)c(=O)[nH]1	18	3	-0.2	8	-13
14	COc1cc(OC)nc(Oc2ccccc2C(=O)Oc2ccccc2Cl)n1	-19	6	-0.1	52	-1
15	CC[n+]1c(/C=C(\C)SC)sc2ccccc21	24	-24	1.1	-11	2
16	Cn1nnc2cc(C(=O)NCc3ccco3)ccc21	-48	8	-1.4	-5	8

nr	eIF4E 4G PPI	14-3-3 Bad PPI	PGE2 EP2 inh	Rad51 HR inh
9	0	74*	17	-5
10	2	3	1	-5
11	1	11	5	4
12	6	-1	3	1
13	0	0	4	18
14	9	-14	8	-8
15	6	-4	13	-5
16	2[fluorescence artefact?]	25	16	-1

# One compound at a time, from the list above. Order of values: Calpain2 inh	TbHK1 inh	zVAD death inh	EP2 modulator	Hck Nef HTS	eIF4E 4G PPI	14-3-3 Bad PPI	PGE2 EP2 inh	Rad51 HR inh
# CCCCNCC(=O)Nc1sc(C)c(C)c1C(=O)OCC is listed with -9	1	0.0	53	0	6	-1	3	1
# Cc1cc(C)c(S(=O)(=O)C(C)C)c(=O)[nH]1 is listed with 18	3	-0.2	8	-13	0	0	4	18

# Going on with the list.
nr	structure	Calpain2 inh	TbHK1 inh	zVAD death inh	EP2 modulator	Hck Nef HTS
17	COc1ccc(NC(=O)CSc2c3c(nc4ccccc24)CCCC3)c(OC)c1	4	-11	1.6	15	-6
18	Cc1cccc(NC(=S)Nc2ccc(Oc3ccccc3)cc2)n1	17	2	-0.1	-1	0
19	CCOC(=O)c1cc(-c2ccccc2)sc1NC(=O)CN1C(=O)c2ccccc2C1=O	·	-7	0.0	·	2
20	COC(=O)c1c(C)[nH]c(C(=O)N2CCN(c3ccc(OC)cc3)CC2)c1C	-3	1	4.0	-27	18
21	OCCN(Cc1ccccc1)C(=S)Nc1ccc(F)cc1	-14	-6	0.8	-28	-2
22	Cc1noc(NS(=O)(=O)c2ccc(N/C=C\C(=O)c3ccccc3)cc2)c1C	-12	-10	1.1	36	-7
23	O=C(COC(=O)c1cccs1)NCCCc1ccccc1	-5	-3	-0.4	7	21
24	CN(C(=S)Nc1ccccc1F)C1(c2ccccc2Cl)CCCCC1=O (stereo not given)	15	-3	0.1	12	0

nr	eIF4E 4G PPI	14-3-3 Bad PPI	PGE2 EP2 inh	Rad51 HR inh
17	7	-7	15	19
18	7	-1	5	-11
19	·	·	12	6
20	6	-4	6	0
21	-3	-7	5	21
22	3	-1	5	10
23	2	-8	6	7
24	5	68	5	3

# Going on with the list:
nr	structure	Calpain2 inh	TbHK1 inh	zVAD death inh	EP2 modulator	Hck Nef HTS
25	COc1ccc(-c2ncc3ccccn23)cc1	-105	-13	1.6	-11	1
26	COc1ccc(-c2nc(C#N)c(N3CCC(C(N)=O)CC3)o2)cc1	i	-31	-0.1	25	-1
27	O=C(CCCNS(=O)(=O)c1cccc2nsnc12)N1CCCCC1	20	-4	0.7	29	1
28	CCN(C(=O)CSc1nnc(Cn2nnc3ccccc32)o1)c1nc(-c2ccccc2)cs1	-32	1	-0.6	1	0
29	Cc1n[nH]c(=O)n1-c1ccc(C(C)(C)C)cc1	-32	0	3.0	-2	17
30	O=C(O)c1ccc(CSc2nnc(-c3ccccc3Cl)n2-c2ccccc2)cc1	-35	3	5.5	36	-3
31	Cc1ccc(C(=O)NNC2=NCCC2)cc1	-26	-3	-0.2	32	0
32	COc1ccc(C2=Nn3c(nnc3-c3ccccc3)SC2)cc1OC	12	-8	0.9	70*	3

nr	eIF4E 4G PPI	14-3-3 Bad PPI	PGE2 EP2 inh	Rad51 HR inh
25	0[fluorescence artefact?]	0	9	·
26	-4	30	10	·
27	0	3	4	16
28	-18[fluorescence artefact?]	-14	13	-7
29	2	-16	7	8
30	-3	-11	8	2
31	-1[fluorescence artefact?]	-12[fluorescence artefact?]	6	9
32	·	·	2	1

# New compounds follow:
nr	structure	Calpain2 inh	TbHK1 inh	zVAD death inh	EP2 modulator	Hck Nef HTS
33	CC(C)CC[n+]1ccn(-c2nc3ccccc3nc2[N-]S(=O)(=O)c2ccccc2)c1	-277	-1	-0.2	-3	8
34	COC(=O)c1ccccc1NC(=O)c1ccc(NS(C)(=O)=O)cc1	9	-17	0.8	32	14
35	Cc1cc(Cl)ccc1NC(=S)Nc1cccnc1	6	2	0.0	9	0
36	Cc1ccc2[nH]c(=O)c(NC(N)=S)nc2c1	-1	-17	0.5	-42	-1
37	O=C(Cc1cccs1)Nc1nnc(Cc2ccccc2)s1	-61	5	0.2	6	7
38	O=C(O)CN1C(=O)CC(Cc2ccccc2)C1=O (stereo not given)	19	6	0.1	7	1
39	CCOC(=O)N1CCC(N2C(=O)c3ccccc3C2Nc2cc(OC)c(OC)c(OC)c2)CC1 (stereo not given)	-16	3	-0.1	15	18
40	Cc1c(C=O)c2ccccn2c1C(=O)c1cccs1	-19	-16	2.7	-25	2

nr	eIF4E 4G PPI	14-3-3 Bad PPI	PGE2 EP2 inh	Rad51 HR inh
33	2	-2	8	-9
34	0	2[fluorescence artefact?]	15	-1
35	-3[fluorescence artefact?]	-10[fluorescence artefact?]	3	3
36	3	5[fluorescence artefact?]	11	-3
37	17	-14	14	1
38	4	2	12	-1
39	-3	13	9	-7
40	1	0	20	-15

# Some entries already given, limited to PGE2 EP2 inh.
nr | SMILES | PGE2 EP2 inh
38 | O=C(O)CN1C(=O)CC(Cc2ccccc2)C1=O (stereo not given) | 12
39 | CCOC(=O)N1CCC(N2C(=O)c3ccccc3C2Nc2cc(OC)c(OC)c(OC)c2)CC1 (stereo not given) | 9

# (list continues)
nr	structure	Calpain2 inh	TbHK1 inh	zVAD death inh	EP2 modulator	Hck Nef HTS
41	Cc1cccc(C(=O)N2CCN(c3ccc([N+](=O)[O-])c(NCc4ccco4)c3)CC2)c1	-3	5	0.0	4	-1
42	O=C(CSc1nnc(-c2ccccc2)o1)OCc1ccccc1	13	5	0.3	24	2
43	CCCCN1CC2=C(C1=O)C(c1ccc(O)cc1)NC(=O)N2C (stereo not given)	-23	-9	3.0	31	28
44	COc1ccc(NC(=O)/C(C#N)=C/c2ccc3c(c2)n(C)c(=O)n3C)cc1	-29	-12	1.1	-1	1
45	Cn1c(CNc2cccc(Cl)c2)nnc1SCC#N	-40	1	9.2	-2	24
46	O=C1CC(C(=O)NCCc2ccccc2)SC(=Nc2ccccc2)N1 (stereo not given)	12	7	-0.4	-39	19
47	CCC(CO)Nc1ncnc2c1cnn2-c1ccc(OC)cc1 (stereo not given)	-15	-5	1.1	-33	0
48	Cc1cc(C(=O)CSc2nnc(-c3ccc4c(c3)OCO4)o2)c(C)n1-c1ccc(F)cc1	-13	3	1.2	13	0

nr	eIF4E 4G PPI	14-3-3 Bad PPI	PGE2 EP2 inh	Rad51 HR inh
41	-17	4	9	-3
42	-18	-5	19	-4
43	5	-16	6	11
44	-2	11	12	10
45	-3	-17	5	0
46	-8	5	10	10
47	-4	16	18	2
48	3	-3	8	4

# Structures shown so far with a COOH group:
nr	structure	Calpain2 inh	TbHK1 inh	zVAD death inh	EP2 modulator	Hck Nef HTS
10	CCC1Oc2ccc(Cl)cc2N(CC(=O)O)C1=O (stereo not given)	-31	8	0.3	12	2
30	O=C(O)c1ccc(CSc2nnc(-c3ccccc3Cl)n2-c2ccccc2)cc1	-35	3	5.5	36	-3
38	O=C(O)CN1C(=O)CC(Cc2ccccc2)C1=O (stereo not given)	19	6	0.1	7	1

nr	eIF4E 4G PPI	14-3-3 Bad PPI	PGE2 EP2 inh	Rad51 HR inh
10	2	3	1	-5
30	-3	-11	8	2
38	4	2	12	-1

# Next entries
nr	structure	Calpain2 inh	TbHK1 inh	zVAD death inh	EP2 modulator	Hck Nef HTS
49	Cc1ccc(C(C(=O)NC2CCCCC2)N2CCOCC2)cc1 (stereo not given)	-16	-5	-0.4	21	-2
50	NC(=O)c1c(NC(=O)c2cccs2)sc2c1CCCCCC2	-96	-9	16	1	48
51	CC(C)(C)c1cnnn1-c1cccc([N+](=O)[O-])c1	-27	-6	7.7	21	20
52	CCS(=O)(=O)N1CCC(NC(=O)C2CCCCC2)CC1	-7	-2	-0.3	-59	2
53	CC(NC(=O)COC(=O)Cc1ccccc1[N+](=O)[O-])c1ccccc1 (stereo not given)	16	38	1.0	-3	-4
54	CCN1CCN(CC(=O)N/N=C/c2ccc(F)cc2F)CC1	-12	2	1.4	4	0
55	Cc1ccc(-n2c(Cn3nc(C(F)F)cc3C(F)F)n[nH]c2=S)cc1	-8	-10	-0.1	37	5
56	CN(CC(=O)Nc1ccc(C(N)=O)cc1)CC(=O)Nc1ccccc1Br	-25	1	0.0	-18	14

nr	eIF4E 4G PPI	14-3-3 Bad PPI	PGE2 EP2 inh	Rad51 HR inh
49	-7	4	17	1
50	-5	-1	14	5
51	-1	6	10	0
52	-1	-21	6	-1
53	0	1	6	3
54	1	61	8	-3
55	0	2[fluorescence artefact?]	2	-3
56	-2	-1	3	-1

# Additional records follow:
nr	structure	Calpain2 inh	TbHK1 inh	zVAD death inh	EP2 modulator	Hck Nef HTS
57	C=C(C)C(=O)Nc1cccc(C2=NOC3(C2)C[C@@H](C(N)=O)N(C(=O)c2ccc(Cl)cc2)C3)c1 (stereo not given in full)	-3	19	0.7	-9	20
58	COc1ccc2c(c1)c(=O)oc1cc(O)ccc12	-47	-7	1.0	-3	-86
59	COCCn1c(=O)[nH]c2cc(C(=O)NC3CCCCCC3)ccc2c1=O	-1	-9	0.0	-14	0
60	O=C(/C=C/c1ccc(Cl)c([N+](=O)[O-])c1)c1cccnc1	4	6	-1.4	-32	-15

nr	eIF4E 4G PPI	14-3-3 Bad PPI	PGE2 EP2 inh	Rad51 HR inh
57	10	31	9	-5
58	-2	4	17	-14
59	2	9	11	-1
60	-1	2	44*	-3
